From PubChem
PhoP inhibition: PhoP-dependent GFP reporter repression – Salmonella Typhimurium, primary screen (AID 1863). S. Typhimurium PhoP-regulated promoter GFP reporter, 4 h; higher % means a stronger effect. one-dose inhibition, % at 50 µM; IC50 in µM for titrated hits. 300,000 compounds, 0.16% hits;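 active = inhibition over 29.93%, a cutoff 3 SD above the screen mean, later confirmed by dose response; inconclusive = inhibition over 29.93% but no dose response follow-up; inactive = inhibition at most 29.93% or unconfirmed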;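 note: 0% = low Mg2+ inducing control and 100% = high Mg2+ repressing control; strong numbers were not always called active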
HIV fusion peptide: inhibitors of HIV fusion peptide binding, primary screen, biochemical, uHTS, fluorescence dequenching (AID 1986); one-dose inhibition, % at 20 µM; IC50 in µM for titrated hits; cell-free peptide binding, fluorescence dequenching, 30 min; higher % means a stronger effect; 290,000 compounds, 0.3% hits; in the data active = inhibition mostly above about 52%, no sharp cut-off; inactive = mostly below about 76%; note: some results filed as inactive read as strong as hits
NOD1 inhibition: NOD1 signaling inhibitors, primary screen, cell-based, luminescence, uHTS (AID 1578) | NOD1-driven NF-kB luciferase reporter cells, luminescence; higher % means a stronger effect | inhibition, % at 4 µM, or EC50 in µM where a hit was titrated | 290,000 compounds, 1% hits; in the data active = inhibition mostly above about 36%, no sharp cut-off; inactive = mostly below about 34%;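 note: HEK-293T reporter cells stimulated with the NOD1 agonist gamma-tri-DAP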
KOR beta-arrestin-1: KOR antagonists, beta-arrestin recruitment, cell-based, luminescence, uHTS (AID 1778). KOR beta-arrestin recruitment, luminescence, antagonist mode; higher % means a stronger effect. inhibition, % at 10 µM, or IC50 in µM where a hit was titrated. 290,000 compounds, 0.091% hits; note: strong numbers were not always called active
Myeloid diff MLP: promotes myeloid progenitor differentiation | AID 624256 | calls only at 10 µM | ER-HoxA9 myeloid progenitors, lysozyme-GFP differentiation, flow cytometry | 360,000 compounds, 1% hits;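 active = normalized GFP-positive differentiation at or above the plate's own cutoff, the solvent-only control mean plus 3 SD; inconclusive = no clear call, values can overlap the other calls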;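 note: cells exposed to compound for four days before flow analysis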
LYP phosphatase: PTPN22 lymphoid phosphatase activity blockers – biochemical, fluorescence intensity, uHTS (AID 1779); recombinant LYP phosphatase, fluorescence intensity; higher % means a stronger effect; inhibition, % at 11.5 µM, or IC50 in µM where a hit was titrated; 290,000 compounds, 0.054% hits;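 note: plate controls were vehicle with enzyme for no effect and no enzyme for full effect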
HEK293 NOD2/NF-kB: NOD2 signaling inhibitors, cell-based, luminescence, uHTS, HEK293 (AID 1566); HEK293 NOD2/NF-kB luciferase reporter, luminescence; higher % means a stronger effect; 290,000 compounds, 0.63% hits; one-dose inhibition, % at 4 µM; EC50 in µM for titrated hits; note: many of its hits are not listed in these tables
KOR beta-arrestin-2: kappa opioid receptor activators – cell-based, luminescence, uHTS, primary screen (AID 1777); KOR beta-arrestin recruitment, luminescence; higher % means a stronger effect; activation, % at 10 µM; hits with a dose series show EC50 in µM; 280,000 compounds, 0.02% hits; in the data active = activation above about 50%, passing the limit was not always enough; note: a part of the inactive calls stands beside numbers as strong as those of hits
Siah-1 displacement: blockers of Siah-1 interaction with plectin peptide – biochemical, fluorescence polarization, rhodamine-plectin, uHTS, primary screen (AID 1817); Siah-1 / rhodamine-plectin peptide fluorescence polarization; higher % means a stronger effect; displacement, % at 20 µM, or IC50 in µM where a hit was titrated; 290,000 compounds, 0.02% hits;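 active = displacement of at least 50% at 20 µM, with a fluorescence ratio check between 0.3 and a set limit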;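 note: plate controls were Siah plus tracer with DMSO for no effect and tracer alone without Siah for full effect; strong numbers were not always called active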
Myeloid diff MLP GFP+ MAC1+ %: recorded beside Myeloid diff MLP, whose call it bears; GFP+ MAC1+ double positive, %; measured here: differentiation confirmed by MAC1 staining
An asterisk follows results filed as active; i = inactive; ? = inconclusive; / = not tested or not shown; [ ] = remark or other dose. Cut-off read from the data, not from the text of the source, unless noted: active = inhibition above about 50%; inactive = the rest.

SMILES	PhoP inhibition	HIV fusion peptide	NOD1 inhibition	KOR beta-arrestin-1	Myeloid diff MLP	Myeloid diff MLP GFP+ MAC1+ %	LYP phosphatase	HEK293 NOD2/NF-kB	KOR beta-arrestin-2	Siah-1 displacement
Cc1ccc(Cl)cc1N(CC(=O)Nc1cccc(N(C)S(C)(=O)=O)c1)S(C)(=O)=O	-1%	-0.8%	3%	-45%[20 µM]	i	0.3	-3%	6%	-1.5%	0%
Cc1ccccc1N(C)S(=O)(=O)c1nnc(NC(=O)c2ccco2)s1	-5%	9.9%	16%	-17%	i	1.5	-5%	18%	-1.2%	-2%
O=C(CC(C(=O)O)c1ccc(Cl)cc1)c1ccccc1 (stereo not given)	-3%	-1.1%	-13%	16%	i	0.6	0%	-3%	-3.0%	-10%
O=C(Nc1cccc(F)c1)c1ccccc1	15%	0.2%	-8%	-19%	i	0.9	-8%	-24%	4.2%	2%
COc1cccc(C(=O)CC(C(=O)O)c2ccc(F)cc2)c1 (stereo not given)	-3%	-0.6%	-28%	-20%	i	0.6	0%	-3%	0.6%	0%
COc1cccc(OCc2nnc(SCC(=O)NCc3ccco3)n2CCc2ccccc2)c1	1%	-0.7%	4%	47%	i	1.4	-1%	11%	3.7%	-2%
CC(C)CNC(=O)NC(=O)CSc1nc2ccccc2n1CC(C)C	4%	0.2%	6%	-44%	i	0.5	-3%	2%	-8.0%	-2%
Cc1ccc(C(=O)NCCS(=O)(=O)N2CCN(c3ccccc3F)CC2)cc1[N+](=O)[O-]	-6%	0.5%	-35%	-29%	i	0.0	-2%	-3%	1.2%	1%
COc1ccccc1NC(=O)COC(=O)C1CC2C=CC1C2 (stereo not given)	4%	-2.2%	-11%	-8%	i	0.8	-6%	7%	-4.7%	-1%
CC(C)CNC(=O)Cn1nc(C(F)(F)F)c2c1CCCC2	11%	1.9%	-17%	3%[20 µM]	i	0.2	-10%	8%	/	2%
O=C(Nc1cn(-c2ccccc2)nc1-c1cccs1)c1ccco1	-8%	-3.0%	-27%	29%	i	0.2	3%	-6%	2.8%	2%
CCn1nc(C)cc1C(=O)N1CCc2c([nH]c3ccccc23)C1c1cc(F)ccc1F (stereo not given)	-7%	0.8%	-39%	-17%	i	0.5	1%	-66%	3.9%	5%
CSc1nsc(SC)c1NC(=O)OCc1ccccc1	-3%	-3.5%	17%	8%	i	10	3%	-2%	-0.4%	3%
CC1CCC2C(=O)N(c3ccc(C(=O)Oc4cccc5cccnc45)cc3)C(=O)C2C1 (stereo not given)	-10%	0.5%	-2%	6%	i	0.3	-6%	-2%	1.0%	-7%
O=C(CCC(=O)c1ccc(Oc2ccccc2)cc1)Nc1cccc(Cl)c1	-2%	3.4%	-10%	8%	i	2.6	-2%	3%	3.7%	2%
CCOc1ccc(-n2c(SCc3nc(-c4cccs4)no3)nnc2-c2ccncc2)cc1	8%	0.3%	/	-9%	i	8.1	-1%	-2%	3.7%	-1%
Nc1nc(N)nc(-c2ccc(Oc3ccccc3)cc2)n1	2%	-0.4%	-31%	15%	i	1.0	-10%	-2%	-2.9%	-4%
Cc1onc(-c2ccccc2)c1C(=O)Nc1nnc(C(C)C)s1	0%	-0.2%	-27%	15%	i	1.7	-6%	-5%	6.8%	2%
O=C(c1cc(COc2ccc(F)c(F)c2)on1)N1CCOCC1	-4%	-0.9%	16%	-41%	?	/	-5%	-12%	12%	-2%
COc1ccc2[nH]cc(CCNC(=S)NC3CCCC3)c2c1	-7%	0.2%	-11%	-11%[20 µM]	i	0.2	-6%	23%	-2.2%	6%
Cc1ccc(OCc2cn3cccnc3n2)cc1	12%	-0.4%	6%	4%	i	0.1	-10%	7%	2.4%	-13%
CCOc1ccc(Br)cc1C(=O)N/N=C/c1cccnc1	2%	-3.3%	-12%	36%	i	0.5	-1%	6%	5.6%	2%
Cc1ccc(S(=O)(=O)NC(C)(C)CSc2nnc(Nc3ccccc3)s2)cc1	8%	0.6%	65%*	18%	i	0.9	9%	16%	5.7%	4%
CCSc1nnc(C)n1-c1ccc(C(=O)O)cc1	-4%	1.2%	-5%	-30%	i	0.7	5%	-13%	7.9%	0%
O=C(CSc1nnc(NC(=O)C2CC2)s1)NCc1ccccc1	-6%	0.5%	-23%	-31%	i	1.4	-3%	14%	-2.5%	3%

(more compounds)
SMILES	PhoP inhibition	HIV fusion peptide	NOD1 inhibition	KOR beta-arrestin-1	Myeloid diff MLP	Myeloid diff MLP GFP+ MAC1+ %	LYP phosphatase	HEK293 NOD2/NF-kB	KOR beta-arrestin-2	Siah-1 displacement
COc1ccc(C2N(C(=O)C(F)(F)F)C(C)CN2S(=O)(=O)c2ccc(C)cc2)cc1 (stereo not given)	1%	-0.1%	48%	2%	i	0.4	-10%	-9%	4.0%	1%
Cc1ncc(CO)c2c1Oc1nc(-c3ccccc3)nc(SCC(=O)N(C)c3ccccc3)c1C2	-5%	13%	2%	-38%	/	/	5%	15%	3.5%	6%
O=C(NCC1CCOCC1)c1ccc2nc(Cc3cccc(Cl)c3)oc2c1	2%	2.0%	-61%	24%	i	0.9	-4%	-28%	-4.7%	4%
COc1ccc(NS(=O)(=O)c2ccc(OC)c3ccccc23)cn1	27%	2.5%	14%	-25%	i	0.5	-3%	8%	25%	-7%
COc1cccc(NC(=O)C2CCCN(S(=O)(=O)c3cccc4nonc34)C2)c1 (stereo not given)	-5%	0.3%	-24%	-22%	i	0.3	-6%	2%	-1.2%	15%
COc1ccccc1/C=C1\SC(=S)N(CCC(=O)NCCCN2CCOCC2)C1=O	/	0.5%	-31%	-16%[20 µM]	i	0.6	-6%	9%	-3.4%	5%
O=C(CSc1nnc(COc2ccc(Cl)cc2)o1)N1CCCCC1	-5%	0.1%	-17%	-4%	i	0.6	3%	0%	4.9%	-1%
Cc1ccc(-c2ccc(C(=O)O)o2)cc1Cl	-17%	-0.2%	-13%	-9%	i	0.1	-4%	-59%	-0.2%	8%
CCCCNC(=O)C1c2cc(OC)c(OC)cc2C(=O)N(C)C1c1cccs1 (stereo not given)	-4%	2.4%	-16%	-11%	i	0.5	-6%	12%	-5.7%	-1%
CC(=O)Nc1ccc(NC(=O)CCCn2cnc3ccccc3c2=O)cc1	3%	-0.7%	-12%	27%	i	0.6	-8%	-21%	-1.4%	-1%
CCCCNC(=O)CSc1nnc(-c2ccc(S(=O)(=O)N3CCCC3)cc2)n1C	-4%	-1.2%	-10%	-10%	i	0.9	-4%	17%	-3.3%	10%
O=C(NCCC1=CCCCC1)C1CCN(Cc2cnn(-c3ccccc3)c2-n2cccc2)CC1	0%	0.5%	-16%	-5%	i	0.2	-8%	14%	-4.6%	1%
COc1ccc(CNC(=O)CCOc2ccc(C(C)(C)C)cc2)cc1	1%	2.7%	-20%	-15%	i	1.1	2%	3%	0.2%	2%
O=C(COC(=O)/C=C/c1cccs1)Nc1cccc(S(=O)(=O)N2CCOCC2)c1	7%	-0.1%	-3%	33%	i	0.3	-6%	6%	-5.1%	2%
Cc1cccc(C)c1OCc1cc(C(=O)N2CCC(c3ccncc3)CC2)no1	-6%	2.5%	7%	-8%	i	2.4	-6%	40%	4.0%	10%
COc1ccc(-n2nc(N)c3c(=O)oc(N(C)C)nc32)cc1	11%	-1.3%	13%	17%	i	1.0	-4%	14%	0.4%	4%
COCCCn1c(=N)c(C(=O)NCC2CCCO2)cc2c(=O)n3cccc(C)c3nc21 (stereo not given)	-4%	1.4%	-17%	-4%	i	0.3	-58%	0%	-4.7%	0%
CCCCC(CC(O)COCC(C)C)C(=O)NN (stereo not given)	2%	-1.9%	12%	-26%[20 µM]	i	0.0	-11%	3%	/	3%
CCc1nnc(NC(=O)c2cc(-c3ccco3)nc3ccccc23)s1	5%	35%	-45%	-12%	i	0.6	9%	25%	-2.3%	37%
CC1CCN(C(=O)CCNS(=O)(=O)c2ccc3c(c2)c(=O)n(C)c(=O)n3C)CC1	-6%	-0.9%	5%	-43%	i	0.3	-7%	6%	0.0%	-1%
CC1CCN(S(=O)(=O)c2ccc(NC(=S)NC(=O)c3ccc(Cl)cc3)cc2)CC1	-9%	-1.2%	-35%	-92%	i	0.6	4%	-8%	34%	1%

Entries above containing an aryl methoxy group:
SMILES	PhoP inhibition	HIV fusion peptide	NOD1 inhibition	KOR beta-arrestin-1	Myeloid diff MLP	Myeloid diff MLP GFP+ MAC1+ %	LYP phosphatase	HEK293 NOD2/NF-kB	KOR beta-arrestin-2	Siah-1 displacement
COc1cccc(C(=O)CC(C(=O)O)c2ccc(F)cc2)c1 (stereo not given)	-3%	-0.6%	-28%	-20%	i	0.6	0%	-3%	0.6%	0%
COc1cccc(OCc2nnc(SCC(=O)NCc3ccco3)n2CCc2ccccc2)c1	1%	-0.7%	4%	47%	i	1.4	-1%	11%	3.7%	-2%
COc1ccccc1NC(=O)COC(=O)C1CC2C=CC1C2 (stereo not given)	4%	-2.2%	-11%	-8%	i	0.8	-6%	7%	-4.7%	-1%
COc1ccc2[nH]cc(CCNC(=S)NC3CCCC3)c2c1	-7%	0.2%	-11%	-11%[20 µM]	i	0.2	-6%	23%	-2.2%	6%
COc1ccc(C2N(C(=O)C(F)(F)F)C(C)CN2S(=O)(=O)c2ccc(C)cc2)cc1 (stereo not given)	1%	-0.1%	48%	2%	i	0.4	-10%	-9%	4.0%	1%
COc1ccc(NS(=O)(=O)c2ccc(OC)c3ccccc23)cn1	27%	2.5%	14%	-25%	i	0.5	-3%	8%	25%	-7%
COc1cccc(NC(=O)C2CCCN(S(=O)(=O)c3cccc4nonc34)C2)c1 (stereo not given)	-5%	0.3%	-24%	-22%	i	0.3	-6%	2%	-1.2%	15%
COc1ccccc1/C=C1\SC(=S)N(CCC(=O)NCCCN2CCOCC2)C1=O	/	0.5%	-31%	-16%[20 µM]	i	0.6	-6%	9%	-3.4%	5%
CCCCNC(=O)C1c2cc(OC)c(OC)cc2C(=O)N(C)C1c1cccs1 (stereo not given)	-4%	2.4%	-16%	-11%	i	0.5	-6%	12%	-5.7%	-1%
COc1ccc(CNC(=O)CCOc2ccc(C(C)(C)C)cc2)cc1	1%	2.7%	-20%	-15%	i	1.1	2%	3%	0.2%	2%
COc1ccc(-n2nc(N)c3c(=O)oc(N(C)C)nc32)cc1	11%	-1.3%	13%	17%	i	1.0	-4%	14%	0.4%	4%

Not all compounds are listed (hit frequency here may not be typical).
